# Assay outcomes (PubChem BioAssay)
# TROY NFkB inh: inhibitors of TROY-dependent NF-kB signaling. Q293 LMP1-TROYcd NF-kB luciferase reporter, 4 h. inhibition, % at 10 µM. actives 0.98% (n = 360,000);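 active = compounds whose plate-normalised and pattern-corrected inhibition of the luciferase reporter signal at the single screening dose is 50% or more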
# CF NFkB block: inhibitors of cystic fibrosis induced NF-kB; KKLEB NF-kB-GFP reporter, PAF-induced, GFP fluorescence overnight; inhibition, % at 5 µM; actives 0.86% (n = 360,000);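 active = at least 50% inhibition at 5 µM, scaled per plate between neutral and stimulator controls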;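 also: PAF is a Pseudomonas aeruginosa culture filtrate used as stimulus; plate controls were PAF-stimulated DMSO wells for no effect and unstimulated DMSO wells for full effect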
# EBV LMP1 NFkB: Epstein-Barr LMP1 NF-kappaB reporter inhibition. LMP1-induced NF-kappaB luciferase reporter cells, luminescence. actives 0.69% (n = 350,000). inhibition, % at 12.5 µM; in the data active = inhibition above about 41%;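 also: 0% = neutral control wells and 100% = reference inhibitor control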
# KKLEB cytotox: CF airway cell cytotoxicity counter-screen; AID 602141; actives 0.36% (n = 360,000); activity change (cytotoxicity), % at 5 µM; KKLEB CF airway cells viability, ATPlite luminescence, overnight; stronger effect = lower value; cells stimulated with P. aeruginosa culture filtrate;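 active = corrected activity change at or below -50% at 5 µM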
# COUP-TFII inh: blocks human COUP-TFII nuclear receptor; P24468; HEK293T NGFI-A luciferase reporter, luminescence; inhibition, % at 8.6 µM; actives 0.7% (n = 370,000); AID 686940;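 active = inhibition above a per-plate cutoff, mean inhibition of test wells between control levels plus 3 SD, cut at about 38% in these data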;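 also: cells cotransfected with COUP-TFII expression vector driving the NGFI-A reporter; 0% = median of COUP-TF2 test wells and 100% = reporter-only cells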
# Target sequence (P24468 whole entry, looked up): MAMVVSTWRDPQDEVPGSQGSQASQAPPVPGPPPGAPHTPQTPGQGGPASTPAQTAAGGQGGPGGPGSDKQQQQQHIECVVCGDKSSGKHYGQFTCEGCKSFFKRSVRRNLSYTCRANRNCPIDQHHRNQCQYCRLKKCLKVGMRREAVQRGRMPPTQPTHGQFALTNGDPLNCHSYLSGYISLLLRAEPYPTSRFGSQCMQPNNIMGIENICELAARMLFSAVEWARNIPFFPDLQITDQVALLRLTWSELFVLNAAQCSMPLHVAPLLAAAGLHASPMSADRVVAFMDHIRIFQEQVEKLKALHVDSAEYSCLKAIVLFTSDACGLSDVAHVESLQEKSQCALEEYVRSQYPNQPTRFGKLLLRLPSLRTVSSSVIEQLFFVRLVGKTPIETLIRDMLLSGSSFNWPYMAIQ
# Shn3 inh set2: Schnurri-3 reporter inhibition in Clone20 osteoblasts. Clone20 osteoblast Shn3 3'UTR firefly luciferase, 24 h. inhibition, % at 12.5 µM. actives 0.52% (n = 360,000). AID 588674;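 active = mean inhibition of at least 75% with every replicate also reaching 75%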;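 also: 0% = median of neutral control wells and 100% = pilot-screen positive control compound; some compounds past the cut are filed as inactive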
# SRC3 inh: human NCOA3 inhibition; AID 588352; HEK293 GAL4-SRC3 luciferase reporter, luminescence; inhibition, % at 3.6 µM; actives 0.17% (n = 360,000);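 active = inhibition above a per-campaign cutoff, the mean of all compounds plus 3 SD, cut at about 60% in these data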;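 also: 0% = DMSO-treated cells and 100% = gossypol-treated cells at 36 µM; higher means less SRC3-driven luciferase light from the GAL4 reporter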
# LRH-1 inv ag: suppresses constitutive activity of human LRH-1; O00482; HEK293T StAR-luciferase reporter, LRH-1 transfected, 24 h; inhibition, % at 3.6 µM; actives 0.13% (n = 360,000);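 active = inhibition above the mean inhibition of all tested compounds plus 3 SD, cut at about 73% in these data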;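 also: 0% = DMSO wells and 100% = reporter-only cells lacking LRH-1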
# TWEAK-Fn14 inh: inhibitors of TWEAK-Fn14 interaction signaling; TWEAK-stimulated Fn14 reporter cells, luciferase luminescence, 8 h; inhibition, % at 10 µM; actives 2% (n = 360,000); AID 1159606; in the data active = inhibition above about 50%
# TRAIL sens C8: caspase-8 TRAIL sensitization | NB7+C8 cells + TRAIL, ATPlite viability luminescence | inhibition (viability loss, TRAIL sensitization), % at 10 µM | actives 1% (n = 360,000) | AID 624354;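 active = compounds causing at least 50% loss of cell viability in the single-dose screen, relative to plate controls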
# SRC1 inh: inhibitors of human steroid receptor coactivator 1 (SRC1). actives 0.12% (n = 360,000). HEK293 GAL4-SRC1 luciferase reporter, luminescence. Q15788. AID 588354. inhibition, % at 3.6 µM;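 active = inhibition above the campaign mean plus 3 SD, with each screening campaign given its own cutoff, cut at about 60% in these data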;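 also: 0% = DMSO treated cells and 100% = gossypol at 36 µM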
# * hit, by the source's call; nt = not tested or not shown. An excerpt (hit frequency here may not be typical).
# Each structure is followed by: TWEAK-Fn14 inh	TRAIL sens C8	LRH-1 inv ag	CF NFkB block	TROY NFkB inh	SRC3 inh	KKLEB cytotox	COUP-TFII inh	EBV LMP1 NFkB	SRC1 inh	Shn3 inh set2
- CC(=O)c1cc2c(=O)c3cc(C)ccc3oc2nc1C
  -59	-11	-61	-50	-51	-77	10	-17	-18	-34	-61
- O=C(CCc1nnc(CCCc2ccccc2)o1)NCCN1CCOC1=O
  -10	-4	-11	1	-6	6	-3	0	2	-19	-12
- COC(=O)c1sc(S(=O)(=O)NC(C)C(=O)O)c(C(=O)OC)c1C (stereo not drawn)
  1	-3	7	-7	-18	-14	-5	8	4	5	13
- COc1cccc(Nc2nn3c(=O)c4ccccc4nc3s2)c1
  10	11	-91	-98	-64	-138	-6	nt	-45	-112	-87
- CCOC(=O)Cn1c(=O)c(C#N)cn(C(C)C)c1=O
  -14	-12	-9	-7	-33	0	9	23	nt	-8	nt
- Cc1cc(-c2nn(-c3ccccc3F)cc2CN2CCC(C(N)=O)CC2)c(C)s1
  -12	14	-18	23	8	5	-1	0	-4	5	-17
- O=C(CS(=O)(=O)Cc1ccccc1)Nc1nc2ccccc2s1
  0	-3	12	7	-16	-10	9	12	4	4	-16
- NC(=O)NCc1cccc(Cl)c1
  -2	-9	21	6	-12	0	-3	-7	-3	-26	-13
- COc1ccc(CN(C)C(=O)[C@H](Cc2ccccc2)NC(=O)c2ccco2)c(OC)c1
  7	-9	11	-7	-29	23	-9	-4	3	6	0
- CCOC1=C2[C@H](c3ccccc3)N(S(=O)(=O)c3ccc(C)cc3)[C@H](C(C)C)[C@H]2n2c(=O)n(-c3ccccc3)c(=O)n2C1
  -7	2	-1	13	7	-3	-2	1	nt	-5	4
- O=C(O)c1cc(S(=O)(=O)N2CCCCC2)ccc1F
  -4	-15	8	-14	8	5	-1	3	3	-1	-4
- O=C(O)c1ccc(CSc2nc(-c3ccc(Cl)cc3)cc(C(F)(F)F)n2)cc1
  -31	-19	23	25	36	1	0	-6	0	8	4
- O=S1(=O)CC2SC(=S)N(Cc3ccccc3)C2C1 (stereo not drawn)
  -1	-3	-6	-18	1	11	12	0	nt	3	7
- O=S(=O)(Nc1ccc(-c2nc3cccnc3s2)cc1)c1cc(F)ccc1F
  13	22	-32	24	-6	-2	-7	-22	-12	-27	-47
- Fc1ccc(Sc2nc(-c3ccccc3)nnc2C(F)(F)F)cc1
  38	29	18	9	30	22	-6	-15	1	13	14
- COc1ccc(-n2cc(CNCCc3cnc[nH]3)c(-c3cccc(F)c3)n2)cc1
  -15	10	-14	-11	-28	-2	-13	-21	-10	8	33
- CCc1nnc(NC(=O)c2cc(C)nc3ccccc23)s1
  26	0	7	3	-14	20	10	4	0	-1	-15
- CCC(=O)Nc1nc2ccc3sc(C)nc3c2s1
  69*	8	-32	20	49	-16	-7	-10	-8	-36	-22
- CC1CC(C)CN(S(=O)(=O)CCNC(=O)c2ccc3c(c2)OCO3)C1 (stereo not drawn)
  -7	8	-16	22	-13	-41	5	-17	-9	9	-6
- Cc1ccc(S(=O)(=O)NCc2ccccc2)s1
  8	10	-4	-4	-8	-9	10	10	-1	-37	-7
- COc1ccc(CCN(C)C(=O)COc2cccc(-n3cnnn3)c2)cc1OC
  -3	0	-5	3	-1	2	2	-15	0	11	3
- N/C(=N\OC(=O)c1ccccc1)c1ccncc1
  -10	2	-6	8	-4	-10	-1	-33	-4	3	7
- O=C(O)CC/C(=N\NC(=O)c1ccncc1)c1ccccc1
  -11	-5	-4	16	-6	-5	1	-14	-9	-6	7
- Cc1[nH]c2ccccc2c1C(=O)C(=O)NCCOc1ccccc1
  10	-10	-9	-5	-21	-8	-7	0	-3	-25	0
- CCCCn1c(SCc2nc3ccccc3s2)nc2cc(S(N)(=O)=O)ccc21
  26	18	-3	-8	17	-12	-3	10	-38	-18	17
- O=C(Oc1c(Br)cc(C(=S)N2CCOCC2)cc1Br)c1ccc(Cl)cc1
  21	1	-1	-8	31	-4	4	14	3	-51	2
- CCCn1c(N2CCN(CC(=O)NCc3cccs3)CC2)nc2ccccc21
  5	0	-32	12	5	-16	-4	-4	-2	10	14
- Cc1ccc(N(C(=O)c2csnn2)C(C(=O)NC2CCCCC2)c2ccccn2)cc1C (stereo not drawn)
  41	-8	-6	-8	16	-3	12	-10	8	-16	-1
- CCOC(=O)c1ccc(NC(=O)NC2CC3CCC(C2)N3)cc1 (stereo not drawn)
  13	-2	3	1	-29	-4	8	12	3	-14	73
- CC(=O)Nc1ccc(S(=O)(=O)c2ccc(C)cc2)cc1
  0	-10	12	-4	7	11	1	-10	5	-2	8
- Cc1ccc(/C=N/Nc2cc(C)nc(NCc3ccccc3)n2)cc1
  -2	17	11	4	17	7	-2	11	27	13	59
- Cc1nn(C)cc1-c1csc(N)n1
  -15	-7	1	-6	11	14	-10	-5	-3	11	-85
- Cc1cccc(C(=O)Oc2cc(C)[nH]c(=O)c2[N+](=O)[O-])c1
  5	4	0	-1	-9	7	9	-4	1	-2	2
- O=C(CCN1C(=O)C2CCCCC2C1=O)Nc1ccc(OC(F)F)cc1 (stereo not drawn)
  -6	-1	-14	6	3	-7	5	8	-8	1	-4
- O=C1OC(c2ccccc2)=C/C1=C\N1CCOCC1
  7	-7	6	6	-37	-14	-2	-9	-5	-14	-15
- O=C(NC1CCCN(Cc2ccccc2F)C1)c1cccc(N2CCCC2=O)c1 (stereo not drawn)
  -6	-7	15	19	-7	35	-14	10	3	31	-12
- CCSc1ccccc1C(=O)NCCc1ccccc1
  9	-6	-5	-1	-13	19	4	15	-2	8	-18
- COc1ccc(C(=O)/C=C/c2ccc(O)cc2)c2c1CC(O)C(C)(C)O2 (stereo not drawn)
  24	-1	12	44	4	29	-13	-13	4	8	3
- Cc1cc(C)c(C#N)c(SCc2ccc(C#N)cc2)n1
  -5	5	6	-8	-2	-8	4	-19	1	4	10
- Cc1ccc(S(=O)(=O)NCC[C@@]2(C)C3CCC2(C)C(=O)C3)cc1 (stereo partly drawn)
  1	-9	2	6	-1	4	-5	0	-11	9	-13
- Cc1ccc(C(=O)Nc2nnc(S(=O)(=O)N3CCN(c4ccc(F)cc4)CC3)s2)cc1
  -39	7	10	35	-12	-13	-10	11	6	-9	6
- CCc1ccccc1NC(=O)C1CCCN1S(=O)(=O)c1ccc(-c2ccc(=O)[nH]n2)s1 (stereo not drawn)
  -17	-1	-5	0	-19	-4	-10	2	3	-7	11
- O=C(NC1CCCC1)C(c1ccccc1)N(Cc1ccc2c(c1)OCO2)C(=O)Cc1cccs1 (stereo not drawn)
  38	9	3	20	4	4	-2	4	5	12	9
- O=C(Nc1ccccc1C(=O)Nc1nnc(C(F)(F)F)s1)c1ccccc1
  87*	36	-2	50	59*	17	-53*	4	8	-8	56
- CCCOc1ccc(N2C(=O)CC(NNC(=O)c3ccc(COc4ccccc4)o3)C2=O)cc1 (stereo not drawn)
  1	-4	9	-2	5	9	4	3	-2	-3	31
- Nc1nc(N)c(N=O)c(Nc2ccc(Cl)c(Cl)c2)n1
  24	-10	25	nt	16	nt	nt	-72	nt	nt	nt
- c1ccc(C2CC(c3ccccc3)n3ncnc3N2)cc1 (stereo not drawn)
  -8	2	-10	5	-2	3	-1	-9	-3	4	-20
- O=C(COC(=O)/C=C/c1cccc([N+](=O)[O-])c1)NCc1ccc2c(c1)OCO2
  -17	-16	20	1	6	6	7	25	3	9	-2
- COc1cccc(-n2nnc3c(=O)n(Cc4ccccc4Cl)cnc32)c1
  -24	-9	1	-11	-35	-5	8	-19	-4	4	23
- CC(NC(=O)c1ccccc1)C(c1cccs1)N1CCOCC1 (stereo not drawn)
  23	9	6	-7	-7	8	14	-27	7	-1	13

# Other compounds follow:
# Each structure is followed by: TWEAK-Fn14 inh	TRAIL sens C8	LRH-1 inv ag	CF NFkB block	TROY NFkB inh	SRC3 inh	KKLEB cytotox	COUP-TFII inh	EBV LMP1 NFkB	SRC1 inh	Shn3 inh set2
- COC(=O)c1ccc(CSc2nc3ccc(S(N)(=O)=O)cc3[nH]2)cc1
  -4	7	-2	13	-4	5	-6	-14	5	11	-13
- N#Cc1c(C(F)(F)F)cc(-c2cccs2)nc1SCC(=O)O
  3	17	18	-8	-2	16	3	14	-5	-11	-1
- CCOc1ccc(S(=O)(=O)N2CCCCC2)cc1NC(=O)C1COc2ccccc2O1 (stereo not drawn)
  41	18	9	34	-4	-3	-13	-5	-4	-1	9
- O=C1C(=O)c2c(C(=O)c3ccccc3)coc2-c2ccccc21
  19	-1	-48	12	-3	-63	19	-38	19	-36	0
- CCc1cccc2c(C(=S)N3CCOCC3)c[nH]c12
  -7	-3	-10	14	-1	0	6	-14	3	22	-24
- O=C(COc1ccc(S(=O)(=O)N2CCOCC2)cc1Cl)N1CCOCC1
  4	5	12	2	-2	-3	-14	7	-3	6	4
